Screens deposited in PubChem by several laboratories.
ADAM17 inh: inhibits human ADAM17 | P78536 | recombinant ADAM17, EDANS/DABCYL FRET peptide cleavage | inhibition, % at 6.95 µM | hit rate 0.83% among 370,000;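 active = inhibition above the mean of compounds lying between control limits plus 3 SD, set per campaign, cut at about 8.5% in these data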;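 note: 0% = DMSO-only wells as the low control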
PG9 Ab binder: binds the HIV-1 gp120 antibody PG9; TR-FRET gp120-PG9 antibody binding; inhibition, % at 6.7 µM; hit rate 0.43% among 360,000; AID 624416; in the data active = inhibition above about 8.5%
hgDAF-12 ag: activates the H. glycines DAF-12 receptor ligand-binding domain. HEK293 GAL4-hgDAF12 UAS-luciferase reporter, agonist luminescence; normalized to butyrate control. activation, % at 6.8 µM. hit rate 1.8% among 370,000;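 active = activation above a cutoff set at the mean of all screened compounds plus 3 SD, cut at about 10% in these data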;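 note: 0% = DMSO wells and 100% = sodium butyrate wells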
ADAM10 inh: inhibits human ADAM10; recombinant ADAM10, EDANS/DABCYL FRET peptide cleavage, 3 h; O14672; hit rate 0.62% among 370,000; inhibition, % at 7 µM;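 active = inhibition above a per-campaign cutoff equal to the mean of compounds falling between control-based bounds plus 3 SD, cut at about 20% in these data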;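 note: 0% = DMSO wells while the 100% control is not disclosed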
Target sequence (O14672 214-748 limits assumed): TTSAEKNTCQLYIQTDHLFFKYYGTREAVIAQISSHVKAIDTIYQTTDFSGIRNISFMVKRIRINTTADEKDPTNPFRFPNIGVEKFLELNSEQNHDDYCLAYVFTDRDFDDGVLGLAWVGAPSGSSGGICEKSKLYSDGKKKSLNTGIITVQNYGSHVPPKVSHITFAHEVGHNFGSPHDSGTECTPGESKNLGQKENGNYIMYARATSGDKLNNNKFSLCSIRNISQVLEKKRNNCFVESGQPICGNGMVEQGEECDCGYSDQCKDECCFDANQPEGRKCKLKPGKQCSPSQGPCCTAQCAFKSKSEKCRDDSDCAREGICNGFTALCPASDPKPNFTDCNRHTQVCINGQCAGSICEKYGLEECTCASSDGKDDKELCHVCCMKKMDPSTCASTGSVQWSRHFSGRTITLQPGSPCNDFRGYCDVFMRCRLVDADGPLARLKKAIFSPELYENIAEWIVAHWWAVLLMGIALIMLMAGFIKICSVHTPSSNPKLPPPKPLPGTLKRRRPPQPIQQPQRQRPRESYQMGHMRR
ssDAF12 agonist: activates DAF-12 receptor from parasite S. stercoralis | HEK293 ssDAF-12/GRIP1 lit1-tk-luc reporter, luminescence; % of 3 µM dafachronic acid response | activation, % at 6.8 µM | hit rate 1% among 370,000;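 active = activation above the mean over all tested compounds plus 3 SD, cut at about 0.9% in these data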;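 note: 0% = DMSO-only wells and 100% = 3 µM delta7-dafachronic acid wells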
FXN GAA850 act: increases GAA850 frataxin promoter reporter activity; HEK293 lucGAA850 FXN promoter luciferase reporter, 24 h; percent of 10 µM SAHA response; activation, % at 6 µM; hit rate 0.56% among 360,000;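 active = activation above the average of all compounds screened plus 3 SD, cutoff fixed separately per campaign, cut at about 7.5% in these data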;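 note: 0% = DMSO wells and 100% = 10 µM SAHA wells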
GC-A act: GC-A (human) enzyme activation; HEK293 GC-A cells, cGMP TR-FRET, EC30 ANP; 0% at EC30 ANP, 100% saturating ANP; activation, % at 10 µM; hit rate 0.14% among 370,000; AID 1671463; in the data active = activation above about 40%
DAX1 inh-1: DAX1 (NR0B1) inhibition, primary screen | HEK293T StAR-luciferase reporter, SF-1/DAX-1 repression relief | inhibition, % at 6.8 µM | hit rate 1.1% among 370,000 | AID 652010;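 active = inhibition above the mean over all tested compounds plus 3 SD, cut at about 3.6% in these data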;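 note: 0% = DAX-1 cells with DMSO and 100% = cells lacking DAX-1 with DMSO; higher inhibition means more luminescence from relief of DAX-1 repression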
hcDAF-12 act: activates DAF-12 receptor from parasite H. contortus. HEK293 hcDAF-12 lit1-tk-luc reporter, luminescence; 0% DMSO, 100% Δ7-dafachronic acid. activation, % at 6.8 µM. hit rate 1.4% among 370,000;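 active = activation above the mean of all tested compounds plus 3 SD, cut at about 5.5% in these data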;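 note: 100% = response to 3 µM Δ7-dafachronic acid high control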
DAX1 inh-2: inhibitors of human orphan nuclear receptor DAX1 (NR0B1) | inhibition, % at 6.75 µM | P51843 | AID 504766 | hit rate 0.99% among 340,000 | HEK293 Gal4-DAX1 luciferase reporter, luminescence;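 active = inhibition above the mean over all tested compounds plus 3 SD, cut at about 4.2% in these data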;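 note: 0% = DAX1-transfected cells with DMSO and 100% = empty-vector control cells with DMSO; inhibition shows as a rise in luminescence from relieved DAX1 repression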
Target sequence (P51843 207-470 limits assumed): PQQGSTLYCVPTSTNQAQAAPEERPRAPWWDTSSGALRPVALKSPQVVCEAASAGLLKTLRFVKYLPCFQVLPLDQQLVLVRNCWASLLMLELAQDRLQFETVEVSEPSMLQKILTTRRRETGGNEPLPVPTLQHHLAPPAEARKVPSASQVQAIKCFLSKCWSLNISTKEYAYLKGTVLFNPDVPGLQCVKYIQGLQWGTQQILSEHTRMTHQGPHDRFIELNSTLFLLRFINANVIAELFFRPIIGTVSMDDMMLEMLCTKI
SMARCA2 activ: activators of SMARCA2 function. MG213 cells, MMTV-luciferase reporter, dexamethasone, overnight. activation, % at 9.1 µM. hit rate 1% among 370,000; in the data active = activation above about 7.8%;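 note: 0% = vehicle wells and 100% = reference activator wells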
Starred values were filed as active, the others as inactive; i = inactive; / = no result given.

molecule,ADAM17 inh,PG9 Ab binder,hgDAF-12 ag,ADAM10 inh,ssDAF12 agonist,FXN GAA850 act,GC-A act,DAX1 inh-1,hcDAF-12 act,DAX1 inh-2,SMARCA2 activ
CCOC(=O)C1=CCN(S(=O)(=O)c2ccccc2Br)C1c1cccc(Cl)c1 (centres undefined),4,-0.6,-2.4,-2,-0.8,/,-6,-1.7,-0.2,/,-5
Cc1c(C)n(Cc2ccccc2)c2ncnc(NN)c12,-11,-1.6,-5.1,-22,-1.2,0.4,0,-0.9,-2.9,-2.8,-3
O=C(CN1CCCC1)Nc1cccc(Cl)c1Cl,-4,0.7,1.2,-12,-0.6,-0.4,-1,-0.5,-0.2,-0.3,-4
O=C(NC1=NCCS1)C12CC3CC(CC(C3)C1)C2,5,-0.9,1.1,10,-1.1,3.0,-1,0.3,-0.9,0.9,4
COc1ccc(OCc2nnc3n2N=C(c2ccc(Br)cc2)CS3)cc1,0,-1.0,2.7,-3,-0.5,1.5,-3,-2.9,-0.6,-0.8,-2
CCNC(=S)N/N=C(\C)c1cccc(C(F)(F)F)c1,0,0.6,-2.4,-2,-1.7,1.8,8,-0.2,-1.8,1.1,-1
CCCc1nc(SCC(=O)Nc2cc(C)on2)c2ccccc2n1,-4,1.3,-0.9,-3,-1.4,-0.8,8,-1.6,-1.8,0.0,-5
O=C(CNC(=O)c1cccs1)N=Nc1c(O)[nH]c2ccc([N+](=O)[O-])cc12,2,-6.0,1.4,5,-0.3,-0.5,-2,-0.1,-1.3,1.3,6
O=C(Cn1ncc2c3ccccc3n(Cc3ccccc3)c2c1=O)NCCCN1CCOCC1,-11,-1.5,-2.7,-39,-1.1,-2.6,-13,0.4,-1.9,0.3,0
O=C(CSc1oc(-c2cccs2)nc1S(=O)(=O)c1ccc(F)cc1)NCC1CCCO1 (centres undefined),-4,-2.4,-1.5,-13,-0.8,-2.5,-3,-0.9,0.0,0.4,-2
CN(CC(=O)Nc1cccc(F)c1)C(=O)c1ccc2c(c1)S(=O)(=O)N=C1CCCCCN12,-1,-2.9,1.2,1,-1.1,0.3,-1,-0.4,0.6,1.2,2
CCCCC[C@H](O)/C=C/[C@H]1CCC(=O)[C@@H]1CCCCCCC(=O)N1CCCCC1CO (some centres undefined),-1,-2.5,-6.1,5,-1.3,-4.7,-29,-1.5,-3.7,-3.1,-3
CCOC(=O)[C@H]1[C@H]2COc3ccc(Br)cc3[C@H]2N2C(=O)CN(CCc3c[nH]c4ccccc34)C(=O)[C@@]12C,0,-2.5,-0.8,-5,0.9*,-0.9,-12,-0.2,2.2,0.2,-5
Cc1ccc([C@@H]2CC(=O)[C@@H]3CN(S(=O)(=O)c4ccc(C)cc4)[C@H](c4ccccc4)C[C@@H]3N2S(=O)(=O)c2ccc(Cl)cc2)cc1,2,1.8,-3.4,0,-1.4,-2.8,3,-1.4,0.1,1.4,0
Cc1ccccc1-n1nc2c(c1NC(=O)C1CC1)CS(=O)(=O)C2,-1,-0.1,2.9,2,0.1,-0.5,1,-0.4,2.5,1.1,-5
COc1ccc(CC(=O)NNS(=O)(=O)c2ccccc2[N+](=O)[O-])cc1OC,-8,-2.4,-1.7,6,-1.1,-0.7,0,-0.1,-2.4,-0.7,-5
N/C(CCS(=O)(=O)c1ccc(Cl)cc1)=N\OC(=O)c1ccccc1Cl,1,2.0,-2.5,6,-1.4,1.7,-1,0.4,-0.8,-1.6,2
O=C(CS(=O)(=O)Cc1ccccc1)Nc1ccc2c(c1)OCO2,-5,-1.8,1.3,-6,-1.4,3.4,-1,2.1,-0.4,-0.2,1
O=C(CC(Nc1cccc(Cl)c1Cl)C(=O)OCC(=O)c1cccs1)c1ccccc1 (centres undefined),-2,-1.2,3.1,1,-0.1,0.9,-2,0.2,7.4*,1.3,-1
CNC(=O)C[C@H]1C(=O)N(Cc2ccccc2)C[C@@H]1C,3,-2.2,-4.9,-7,-0.9,1.0,3,-0.2,0.4,1.9,0
CC1CCC(NC(=O)c2ccc3nc[nH]c3c2)CC1 (centres undefined),2,-0.9,3.0,1,-0.8,3.5,-1,0.4,1.8,0.8,3
O=C(NCc1ccccc1)C1CCN(C(=O)Cc2ccccc2)CC1,-3,-1.0,-1.4,-8,-1.6,-0.7,1,0.4,-0.7,-0.5,-3
Cc1ccccc1OCc1nnc(SCC(=O)N2c3ccccc3Sc3ccc(Cl)cc32)o1,0,-2.0,1.1,3,-1.3,-2.8,-4,-0.2,0.3,2.9,-2
O=C(Cc1ccc(Cl)cc1Cl)NCc1cccnc1,-1,1.3,1.2,1,-0.9,1.7,-2,0.0,0.6,0.2,-2
COc1ccccc1C(=O)NCCC(=O)N1CC(C)OC(C)C1 (centres undefined),-3,-0.6,0.7,-11,-1.0,0.6,3,0.5,-0.2,0.4,0
CC(=O)Nc1cccc(Nc2cc(C)nn2C)c1,-3,-1.6,3.2,-1,-0.5,/,1,-0.3,2.3,/,-2
CCOC(=O)NC(CC(=O)O)c1ccc(OC)c(OC)c1 (centres undefined),-6,0.9,-1.1,2,-1.0,2.0,4,0.5,-2.2,2.6,-2
Cc1ccc(Cl)cc1N1CCN(S(=O)(=O)c2c(C)noc2C)CC1,6,1.6,-0.4,2,-1.7,-0.7,-2,-3.4,-2.7,-0.1,-2
COCCn1c(-c2ccco2)nc2nc3ccccc3nc21,i,1.9,3.6,i,-1.3,2.0,2,0.0,0.8,1.7,0
CCCn1nc(NS(=O)(=O)c2ccccc2)c2cc3ccccc3nc21,-7,-1.2,-2.1,-7,-1.2,-1.6,0,0.1,-0.3,-0.1,0
Cc1sc2ncnc(N3CCC(C(=O)NNC(=O)c4ccc(Cl)cc4)CC3)c2c1C,1,-1.8,-2.6,4,-1.8,-3.1,-2,-3.8,-2.6,-1.5,-3
CC(C)n1c(=S)[nH]c2ccccc21,-3,-1.1,0.6,3,-0.4,-1.8,7,0.0,0.1,0.4,0
CC1(C)Cc2ccccc2C(=C(C#N)C#N)N1,1,0.6,-0.6,-9,-0.2,2.8,1,-0.4,-1.5,-0.3,0
O=C(Nc1nccs1)c1ccc(Cl)nc1,-3,0.2,3.4,-12,-0.2,3.8,0,0.0,5.9*,-0.7,0
COc1cc(NC(=O)c2cc3cccc(OC)c3o2)cc(C(=O)Nc2cccc(C(F)(F)F)c2)c1,1,-0.3,-0.1,6,-0.9,-7.4,4,-0.3,-1.8,0.5,-1
Cc1onc(-c2ccccc2)c1C(=O)NNC(=O)c1ccccc1Br,-2,-1.2,1.5,-7,-0.7,-0.1,3,1.6,0.2,0.4,-2
COc1cc(-c2nnc(COC(=O)CSc3cc(C)c4ccccc4n3)o2)cc(OC)c1OC,-7,-0.7,0.8,8,-0.9,-4.1,-1,0.2,-1.3,-0.3,1
O=C1OC(c2ccc3ccccc3c2O)(c2ccc3ccccc3c2O)c2ccccc21,4,0.9,5.0,2,0.1,0.0,-9,0.8,3.3,-0.8,-2
COc1ccccc1OCc1nnc(SCC(=O)N2CCCCC2)n1-c1ccccc1,-4,2.1,1.4,0,-0.2,-0.9,-3,-0.3,-1.4,1.1,-1
COC(=O)c1cc(S(=O)(=O)NCc2ccccc2OC)cn1C,1,-1.1,-1.9,-1,-1.3,-0.1,2,-0.2,0.5,1.1,-3
Cn1cc(CN2C[C@]3(C)C[C@H]2CC(C)(C)C3)c(-c2ccc3c(c2)OCCO3)n1,-2,-0.9,1.4,10,-0.4,6.5,1,-0.3,-0.4,-0.1,7
CCCCNC(=O)[C@H](Cc1c[nH]c2ccccc12)NC(=O)c1ccccc1Cl,-6,-2.0,-1.0,3,-1.2,0.7,-6,-0.6,0.5,-0.6,-3
Cc1ccccc1OCC(=O)Nc1ccc(N2CCN(C(=O)c3ccco3)CC2)cc1,1,-2.9,-4.7,13,-1.5,-2.2,3,-0.9,-3.3,-2.2,-2
COC(=O)c1sccc1-n1cc(C#N)c(=O)n(C)c1=O,-4,0.8,6.0,-7,0.1,1.7,1,1.8,1.3,2.8,3
Cn1c(=O)c2[nH]c(NN=Cc3ccc(F)cc3)nc2n(C)c1=O,-1,-1.5,1.1,2,-1.1,1.4,-6,-2.3,-0.2,2.8,3
COc1ccccc1CNC(=O)COC(=O)CCN=C1NS(=O)(=O)c2ccccc21,3,-3.2,0.3,7,-1.1,-1.0,-2,0.9,-0.8,1.5,-1
COc1ccc(C)cc1S(=O)(=O)N1CCN(C(=O)c2ncoc2-c2ccccc2F)CC1,1,-1.2,1.6,2,-0.8,-0.3,-4,-0.5,-1.1,-0.1,-2
CC(C)C(=O)NCc1cc(-c2ccc(Cl)cc2)no1,1,0.5,-0.5,0,-1.1,2.7,7,-0.4,-0.1,-0.1,4
CCOC(=O)c1cnc2ccc(OC)cc2c1NCCc1ccc(OC)c(OC)c1,-2,-0.7,-3.4,-5,-0.2,-0.2,12,-1.0,-0.2,-1.1,-1
CN(C)CCC(O)(c1ccccc1)c1ccccc1Cl (centres undefined),-2,-1.7,-4.7,-10,-1.4,1.4,-8,-0.7,1.6,1.1,-2
COc1cccc(C2=CC(=O)CC(c3ccco3)C2)c1 (centres undefined),2,-0.5,0.6,-3,-1.3,3.6,-1,-0.2,-1.5,0.5,0
Cc1c(NC(=O)c2ccc(N(Cc3ccccc3)S(C)(=O)=O)cc2)c(=O)n(-c2ccccc2)n1C,-3,1.8,-1.8,-1,-0.4,0.7,-5,0.1,-0.4,1.4,0

Rows are unselected (roughly 6.8% active in at least one column).
